# Screening results: PubChem BioAssay, National Center for Advancing Translational Sciences (NCATS)
# G9a block: inhibitors of human histone lysine methyltransferase G9a; Q96KQ7; G9a H3K9 monomethylation, AlphaScreen, 2 h; Potency, µM (titrated, usually from 102 µM), for the others: top-dose activity, negative = inhibition, most hits filed as inhibitors; hit rate 8.8% among 350,000; AID 504332; note: % is set by controls: 0 for no effect and ±100 for the full control effect; nearly all actives have a fitted effect of over 75% in size
#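 Enzyme 20 nM + cpd, 15 min RT; add b-H3K9 pep 500 nM / SAM 20 uM; 2 h RT; anti-H3K9me1 Ab 0.5 ug/mL + SA donor / anti-rabbit acceptor beads 20 ug/mL each, 10 min; AlphaScreen read.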
# HP1b binding inh: blocks HP1-beta chromodomain binding to methylated histone tails. P83916. AlphaScreen HP1-beta / biotin-H3K9me3 peptide binding. Potency, µM (series often up to 114 µM), for the others: at the highest dose activity change, negative = inhibition, actives largely listed as inhibitors. hit rate 0.56% among 390,000. AID 540317; note: nearly all actives have a fitted effect of over 70% in size; inactives centre near 23
#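 Compound inhibition of the preformed complex between 50 nM HP1-beta and 50 nM biotinylated H3K9me3 peptide was read by AlphaScreen. Buffer was PBS pH 7.4 with 0.01% Tween-20. Incubations ran 30 min at room temperature, with 10 ug/mL donor/acceptor beads.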
# JMJD2A Tudor: inhibitors of human JMJD2A Tudor domain. O75164. AlphaScreen JMJD2A-Tudor / H3K4me3 peptide binding. Potency, µM (series often up to 114 µM), for inactives: at the highest dose activity change, negative = inhibition, usual class: inhibitors. hit rate 4.4% among 390,000. AID 504339; note: % is set by controls: 0 for no effect and ±100 for the full control effect; nearly all actives have a fitted effect of over 50% in size
# GLS inhibitor: blocks human kidney-isoform glutaminase activity. Potency, µM (doses to about 45.5 µM), for the others: top-dose activity change, negative = inhibition, most hits filed as inhibitors. O94925. GLS enzymatic activity, qHTS titration. hit rate 0.21% among 410,000; note: % is set by controls: 0 for no effect and ±100 for the full control effect
#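 Human kidney-isoform GLS in 45 mM KH2PO4 pH 8.2, 0.02% Tween-20, with compound, started with 1mM L-Glutamine (added stock). Glutamate oxidase/HRP/Amplex red coupled fluorescence read at start and after 30 min at RT.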
# Pin1 inh: inhibitors of human Pin1 | AID 504891 | Potency, µM (top dose mostly 115 µM), without a hit: at the top dose activity, negative = inhibition, usual class: inhibitors | Q13526 | hit rate 0.009% among 390,000 | Pin1 FP peptide displacement, HiFluor488, 10 min; active = well fitted inhibition curve with a large enough effect in the polarisation, with a control signal flat, not every such curve was filed as active; inconclusive = small, poorly fitted or top-dose-only effect, or effect the other way, or a change in a side signal; inactive = no such curve, though single readings can be large or run the other way; the % refers to the polarisation; note: % is set by controls: 0 for no effect and ±100 for the full control effect
# BAZ2B block: blocks human BAZ2B; Potency, µM (highest dose often 114 µM), for the others: at the highest dose activity change, negative = inhibition, most hits filed as inhibitors; Q9UIF8; hit rate 4.4% among 360,000; AID 504333; AlphaScreen BAZ2B-H3K14Ac peptide displacement; note: % is set by controls: 0 for no effect and ±100 for the full control effect; nearly all actives have a fitted effect of over 60% in size
#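 Complex of BAZ2B and biotin-H3K14Ac (50 nM apiece) forms over 30 min at RT, then faces library compounds up to 110 uM for another 30 min; AlphaScreen beads added, 20 min dark incubation, luminescence read.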
# BLM inh: Bloom syndrome helicase (human) inhibition. hit rate 0.2% among 350,000. recombinant BLM DNA unwinding, fluorescence dequenching. P54132. Potency, µM (titrated, usually from 56.1 µM), for inactives: at the top dose activity change, negative = inhibition, most hits filed as inhibitors;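 note: plate controls were vehicle for no effect and no enzyme for full effect; nearly all actives have a fitted effect of over 35% in size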
# Target sequence (P54132 whole entry, looked up): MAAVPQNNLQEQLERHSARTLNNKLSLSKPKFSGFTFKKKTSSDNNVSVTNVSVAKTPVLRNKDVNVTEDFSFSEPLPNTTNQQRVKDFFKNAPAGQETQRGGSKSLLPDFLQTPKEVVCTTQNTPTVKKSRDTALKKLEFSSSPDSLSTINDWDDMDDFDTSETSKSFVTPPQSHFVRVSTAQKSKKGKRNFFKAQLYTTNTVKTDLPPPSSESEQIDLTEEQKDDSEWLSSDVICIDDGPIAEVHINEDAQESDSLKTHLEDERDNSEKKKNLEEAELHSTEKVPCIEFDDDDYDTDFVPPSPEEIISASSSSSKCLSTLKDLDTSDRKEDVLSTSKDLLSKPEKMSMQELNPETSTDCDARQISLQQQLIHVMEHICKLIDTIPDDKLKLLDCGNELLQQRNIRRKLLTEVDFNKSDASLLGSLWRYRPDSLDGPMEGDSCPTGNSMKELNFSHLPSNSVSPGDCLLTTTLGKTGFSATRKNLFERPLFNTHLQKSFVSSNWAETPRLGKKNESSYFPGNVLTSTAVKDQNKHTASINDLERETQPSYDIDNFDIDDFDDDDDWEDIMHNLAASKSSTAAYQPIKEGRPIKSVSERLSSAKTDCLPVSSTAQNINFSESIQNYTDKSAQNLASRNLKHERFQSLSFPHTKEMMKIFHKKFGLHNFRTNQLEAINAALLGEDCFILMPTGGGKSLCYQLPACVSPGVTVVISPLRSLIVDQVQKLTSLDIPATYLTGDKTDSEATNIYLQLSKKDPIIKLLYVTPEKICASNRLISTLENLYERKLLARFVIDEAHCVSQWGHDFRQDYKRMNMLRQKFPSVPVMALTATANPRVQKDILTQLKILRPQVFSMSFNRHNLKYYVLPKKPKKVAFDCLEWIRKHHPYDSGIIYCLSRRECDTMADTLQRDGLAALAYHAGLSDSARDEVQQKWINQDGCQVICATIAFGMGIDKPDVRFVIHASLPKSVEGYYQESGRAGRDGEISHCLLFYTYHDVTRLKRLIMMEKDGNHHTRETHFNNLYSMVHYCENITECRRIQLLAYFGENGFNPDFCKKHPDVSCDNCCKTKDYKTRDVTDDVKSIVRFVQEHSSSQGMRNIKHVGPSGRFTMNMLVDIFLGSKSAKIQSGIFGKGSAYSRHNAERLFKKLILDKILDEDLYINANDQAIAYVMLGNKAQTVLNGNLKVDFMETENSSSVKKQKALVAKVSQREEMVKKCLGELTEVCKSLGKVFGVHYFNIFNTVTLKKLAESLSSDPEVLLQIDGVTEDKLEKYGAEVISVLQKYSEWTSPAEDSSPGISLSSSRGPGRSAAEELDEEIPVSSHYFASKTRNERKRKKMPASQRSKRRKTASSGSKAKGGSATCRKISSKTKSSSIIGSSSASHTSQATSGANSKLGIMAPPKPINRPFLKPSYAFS
# Tb PGK inh: inhibitors of T. brucei phosphoglycerate kinase; PGK/GAPDH coupled, Kinase-Glo luminescence, 60 min; Potency, µM (doses to about 57.5 µM), without a hit: at the highest dose activity change, negative = inhibition, actives largely listed as inhibitors; hit rate 0.043% among 380,000; AID 602233; note: % is set by controls: 0 for no effect and ±100 for the full control effect; nearly all actives have a fitted effect of over 60% in size
#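 Recombinant glycosomal PGK reaction used 1,3-bisphosphoglycerate generated in-well by GAPDH (100nM final) in 100mM TEA pH 7.6, 5mM MgCl2, 0.01% Tween-20. After 60 minutes at room temperature, ATP was read by Kinase-Glo Plus luminescence end-point.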
# POLI inh: DNA polymerase iota (human) inhibition | Q9UNA4 | Pol iota fluorescent replication assay, 10 min | Potency, µM (doses to about 115 µM), for inactives: at the highest dose activity, negative = inhibition, usual class: inhibitors | hit rate 1% among 390,000 | AID 588590
#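 Pol iota at 10 nM preincubated 15 min with compounds at room temperature; reaction started with fluorescent substrate, 50 nM final. Fluorescence read kinetically at 0 and 10 min; buffer-only wells as negative control.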
# * hit, by the source's call; i = inactive; ? = inconclusive; . = no result given; [ ] = remark or other dose. Unless noted, calls come from the whole dose curve; as a rule, active = well fitted curve in the direction sought with a large enough effect; inconclusive = small, poorly fitted or top-dose-only effect, or another doubt; inactive = no such curve, though single readings can be large; an effect the other way counts as inactive or inconclusive. Potency is the fitted concentration of half-maximal effect.
SMILES,G9a block,HP1b binding inh,JMJD2A Tudor,GLS inhibitor,Pin1 inh,BAZ2B block,BLM inh,Tb PGK inh,POLI inh
COc1ccc(N2CCN(C3CC(=O)N(Cc4ccccc4)C3=O)CC2)cc1 (stereo unspecified),?,1.9%,-35.2%,13.4%,-0.1%,.,-3.0%,i,47.5%[activator]
COC(=O)CS(=O)(=O)c1nnc([C@H](Cc2ccccc2)NC(=O)OC(C)(C)C)o1,?,4.4%,79.4µM*,8.9%,0.7%,6.6%,-3.3%,2.6%,63.0%[activator]
Cc1ccccc1OCCn1c(C)nc2ccccc21,17.7%,35.2%,-7.5%,4.8%,-2.0%,-27.6%,-7.8%,-1.4%,16.2%
C=CCc1cccc2cc(C(=O)Nc3ccccc3C(=O)O)c(=O)oc12,12.6µM*,3.7%,-35.0%,0.0%,2.5%,50.1µM*,-7.5%,2.4%,?
CCOc1cc(C(=O)Nc2ccccc2N2CCOCC2)ccc1OCC(=O)N1CCOCC1,-13.1%[12.7 µM],43.3%,-9.9%,6.1%,-0.1%,-2.5%,.,-4.2%,18.5%
O=c1oc(-c2ccc(O)c(O)c2)cc2cccc(O)c12,.,-20.5%,?,?,?,.,.,-5.9%,?
CCN(CC)CC(=O)Nc1c(C)cc(C(C)(C)C)cc1C,?,31.5%,-10.1%,7.3%,-1.2%,-12.5%,-2.1%,-2.2%,2.8%
Cc1cc(C)cc(OCc2ccc(C(=O)O)o2)c1,6.1%[12.7 µM],28.8%,-18.7%,1.1%,-9.0%,-4.4%,-1.5%,-5.1%,-2.1%
O=C(c1ccc2c(c1)OCCO2)C1CCN(S(=O)(=O)c2ccccc2F)CC1,13.0%[0.0925 µM],6.0%,-11.5%,0.4%,12.5%,6.3%,-9.0%,-0.9%,0.4%
COc1cc2nc(C3CCC3)n(NC(=O)C3CCC3)c(=O)c2cc1OC,0.9%[59 µM],-12.2%,?,-5.8%,-3.3%,6.3%,-2.0%,3.0%,11.5%
COc1cc(C(=O)ON=C2C=C(C)C(=O)C(C)=C2)cc(OC)c1OC,-10.4%[59 µM],22.4%,-24.6%,4.7%,-4.4%,1.1%,1.2%,-8.2%,2.1%
O=c1[nH]c(NCCO)nc2ncn(Cc3ccccc3)c12,-2.8%[2.33 µM],29.3%,-12.1%,9.2%,-7.2%,-0.2%,1.2%,-2.7%,?
CCc1c(N)nc(N)nc1Nc1ccccc1Cl,.,13.9%[57 µM],-16.6%,4.9%,-1.3%,.,.,-0.6%,-26.1%
Cc1ccc(S(=O)(=O)N2c3ccccc3OCC2c2ccccc2)cc1 (stereo unspecified),-1.7%[59 µM],16.3%,-9.8%,-20.4%,-4.3%,9.4%,-8.9%,i,17.9%
Cc1cc([N+](=O)[O-])ccc1NC(=O)C(C)N1CCN(c2ccccn2)CC1 (stereo unspecified),-2.6%,22.5%,-11.1%[57.1 µM],0.7%,-0.2%,-18.5%,-4.4%,0.1%,257.3%[activator]
O=C(COc1ccccc1Cc1ccccc1)Nc1cccc(S(=O)(=O)N2CCOCC2)c1,20.7%[59 µM],28.2%,-16.5%,19.5%,17.2%,4.7%,.,5.6%,20.2%
CN(C)S(=O)(=O)N1CCN(S(=O)(=O)N(C)C)CC1,-3.8%,10.0%,-6.8%,-5.3%,4.1%,4.6%,1.3%,1.9%,6.8%
O=C(CSc1ccc2ccccc2n1)c1ccc2c(c1)OCO2,125.6%[activator],79.3%[activator],-4.5%,0.6%,?,39.9%[activator],-11.7%,-6.7%,2.0%
Cc1noc(C)c1CSc1ccc2ccccc2n1,63.9%[activator][59 µM],102.0%[activator],84.8%[activator],-1.2%,-7.0%,122.6%[activator],3.3%,2.3%,-4.3%[58.9 µM]
O=C(CCC1CCCN(c2ncccn2)C1)NCc1ccc(F)c(F)c1 (stereo unspecified),11.2%,17.5%,-14.0%,-2.3%,1.7%,2.1%,-2.7%,-9.3%,23.7%
O=C(Cn1c(-c2ccccn2)nc2ccccc21)N/N=C/c1ccccn1,-31.9%,31.3%,-13.7%,-2.2%,10.1%,.,-0.5%,7.6%,11.3%
COc1ccc(NS(=O)(=O)c2cccc(C(=O)Nc3ccccc3C(=O)O)c2)cc1,-22.7%,25.7%,-3.0%,7.8%,-1.0%,-16.0%,-8.4%,-8.0%,19.0%
Cc1cccc(C(=O)N(Cc2nc3ccccc3c(=O)[nH]2)C2CCCCC2)c1,-3.5%,25.5%,-20.3%,0.0%,20.5%,-4.5%,-3.4%,14.0%,20.6%
COC(=O)c1cccc(NC(=O)Cc2nc(-c3ccccc3)sc2-c2ccc(C)cc2)c1,-1.6%[59 µM],0.0%,-19.0%,4.0%,38.1%[activator],-0.3%,-2.1%,-9.3%,1.4%
Cc1nn(CC(=O)Nc2ccc(F)cc2)c(=O)c2ccccc12,17.0%,23.5%,-11.4%,9.1%,-0.5%,28.6%,-2.1%,.,-20.7%
# The results go on:
SMILES,G9a block,HP1b binding inh,JMJD2A Tudor,GLS inhibitor,Pin1 inh,BAZ2B block,BLM inh,Tb PGK inh,POLI inh
CCN(CC)c1ccc(S(=O)(=O)N2CCOCC2)cc1NC(=O)COC(=O)C1=COCCO1,.,57.1%[activator],1.0%,1.9%,-2.3%,.,.,i,18.1%
Cc1nc2scc(C)n2c(=O)c1S(=O)(=O)NC(C)c1ccccc1 (stereo unspecified),18.2%,13.7%,25.1µM*,-24.6%,1.6%,-0.1%,-1.6%,4.9%,-16.4%
Cc1ccc(C)c2nc(SCC(=O)NCc3cccs3)c(C#N)cc12,?,27.3%,-6.1%,2.8%,6.4%,4.4%,-1.1%,.,2.5%
O=C1CCCC2=C1C(c1ccncc1)c1c(nc(SCc3ccccc3Cl)[nH]c1=O)N2 (stereo unspecified),-46.3%[12.7 µM],23.3%,-18.9%,27.8%,?,-18.9%,-15.9%,-5.2%,-0.9%
C/C(=N\NC(=O)c1ccccc1)c1ccc(C)c([N+](=O)[O-])c1,45.3%[59 µM],39.2%[activator],-8.9%,-3.0%,-0.3%,-5.3%,3.9%,-3.6%,14.2%
Cn1cc(C(=O)N/N=C/C(Br)=C\c2ccccc2)ccc1=O,14.8%,10.9%,-3.0%,5.3%,0.9%,6.1%,-1.8%,-9.2%,-9.1%
Cn1c(-c2cc(Cl)ccc2O)nc2c1c(=O)[nH]c(=O)n2Cc1ccccc1,14.0%,26.6%,-4.2%,0.1%,-6.1%,-14.1%,1.0%,9.6%,63.5%[activator]
COc1ccc(N2CCN(CC(=O)Nc3cc(C)cc(C)c3)CC2)cc1,79.4µM*,-19.6%,?,2.1%,0.5%,?,-10.8%,3.6%,2.3%
COc1ccc(NC2CCCN(C(=O)CCN3CCCO3)C2)cc1 (stereo unspecified),?,15.9%,-4.5%,15.7%,-0.2%,-24.1%,-0.4%,-2.1%,38.3%[activator]
Cc1ccc(NC(=O)C2CCN(S(=O)(=O)c3ccc4[nH]c(=O)ccc4c3)CC2)c(C)c1,-23.4%,45.9%[activator],-18.3%,4.9%,16.4%,-29.1%,-5.8%,-1.6%,-0.2%
CCOc1ccc(-c2nnc(-c3ccc(OC)cc3)o2)cc1,-38.9%[59 µM],30.4%,-3.1%,-13.0%,0.5%,-1.0%,3.8%,-9.6%,0.7%
CC(C(=O)c1ccccc1)C(O)c1ccccn1 (stereo unspecified),.,53.7%[activator],-13.8%,-9.3%,-6.8%,.,.,i,27.5%
O=C(NCc1ccccc1)/C(=C\c1ccc(O)cc1)NC(=O)c1ccco1,.,11.0%,-13.8%,24.3%,-1.7%,-31.7%,-3.2%,-5.6%,2.5%
O=[N+]([O-])c1ccccc1S(=O)(=O)N1CCN(c2ccc(F)cc2)CC1,.,-4.4%,?,-2.5%,?,?,-7.2%,-2.0%,51.8%[activator]
Cc1cccc(OCC(O)Cn2c(N3CCCCC3)nc3c2c(=O)n(C)c(=O)n3C)c1 (stereo unspecified),14.8%,28.7%,-8.0%,-1.7%,0.5%,2.2%,0.0%,-8.3%,-17.9%
COC(C[C@H](O)[C@@H](C)[C@H](O)COCc1ccccc1)OC,-3.6%[59 µM],91.6%[activator],-13.6%,-0.9%,1.5%,-17.0%,-2.0%,-5.3%,?

# Gathered by group, those above with a Cl atom
SMILES,G9a block,HP1b binding inh,JMJD2A Tudor,GLS inhibitor,Pin1 inh,BAZ2B block,BLM inh,Tb PGK inh,POLI inh
CCc1c(N)nc(N)nc1Nc1ccccc1Cl,.,13.9%[57 µM],-16.6%,4.9%,-1.3%,.,.,-0.6%,-26.1%
O=C1CCCC2=C1C(c1ccncc1)c1c(nc(SCc3ccccc3Cl)[nH]c1=O)N2 (stereo unspecified),-46.3%[12.7 µM],23.3%,-18.9%,27.8%,?,-18.9%,-15.9%,-5.2%,-0.9%
Cn1c(-c2cc(Cl)ccc2O)nc2c1c(=O)[nH]c(=O)n2Cc1ccccc1,14.0%,26.6%,-4.2%,0.1%,-6.1%,-14.1%,1.0%,9.6%,63.5%[activator]

# Arranged by value in G9a block (highest first): four of the compounds above.
mol	G9a block	HP1b binding inh	JMJD2A Tudor	GLS inhibitor	Pin1 inh	BAZ2B block	BLM inh	Tb PGK inh	POLI inh
Cc1nc2scc(C)n2c(=O)c1S(=O)(=O)NC(C)c1ccccc1 (stereo unspecified)	18.2%	13.7%	25.1µM*	-24.6%	1.6%	-0.1%	-1.6%	4.9%	-16.4%
Cc1cccc(OCC(O)Cn2c(N3CCCCC3)nc3c2c(=O)n(C)c(=O)n3C)c1 (stereo unspecified)	14.8%	28.7%	-8.0%	-1.7%	0.5%	2.2%	0.0%	-8.3%	-17.9%
Cn1c(-c2cc(Cl)ccc2O)nc2c1c(=O)[nH]c(=O)n2Cc1ccccc1	14.0%	26.6%	-4.2%	0.1%	-6.1%	-14.1%	1.0%	9.6%	63.5%[activator]
Cc1ccc(NC(=O)C2CCN(S(=O)(=O)c3ccc4[nH]c(=O)ccc4c3)CC2)c(C)c1	-23.4%	45.9%[activator]	-18.3%	4.9%	16.4%	-29.1%	-5.8%	-1.6%	-0.2%

# Some of the compounds tested; rates above refer to the full screens.
